# Screens as filed in PubChem.
# cardiac RTF act = cardiac RTF calcium sensitivity activators, primary screen, biochemical, IANBD-TnC fluorescence, EC20 calcium. Troponin I, cardiac muscle (Homo sapiens) + Troponin T, cardiac muscle (Homo sapiens) + …. IANBD-labeled TnC RTF fluorescence at EC20 calcium; 0% EC20 calcium, 100% full calcium. activation, % at 7.2 µM. hit rate 0.24% among 340,000. AID 493008, 2010;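 active means activation above the mean over all tested compounds plus 3 SD, cut at about 30% in these data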;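 further: rise in fluorescence read as greater calcium sensitivity of cardiac thin filaments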
# DAGLB inhibitor = DAGLB lipase inhibitors, primary screen, biochemical, fluorescence, HTS; Diacylglycerol lipase-beta (Homo sapiens), Q8NCG7; HEK293T DAGLB membrane lysate, EnzChek fluorogenic substrate; inhibition, % at 5.17 µM; hit rate 0.059% among 340,000; in the data active means inhibition above about 34%;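 further: 0% = enzyme with vehicle and 100% = wells lacking enzyme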
# Target sequence (Q8NCG7 whole entry, looked up): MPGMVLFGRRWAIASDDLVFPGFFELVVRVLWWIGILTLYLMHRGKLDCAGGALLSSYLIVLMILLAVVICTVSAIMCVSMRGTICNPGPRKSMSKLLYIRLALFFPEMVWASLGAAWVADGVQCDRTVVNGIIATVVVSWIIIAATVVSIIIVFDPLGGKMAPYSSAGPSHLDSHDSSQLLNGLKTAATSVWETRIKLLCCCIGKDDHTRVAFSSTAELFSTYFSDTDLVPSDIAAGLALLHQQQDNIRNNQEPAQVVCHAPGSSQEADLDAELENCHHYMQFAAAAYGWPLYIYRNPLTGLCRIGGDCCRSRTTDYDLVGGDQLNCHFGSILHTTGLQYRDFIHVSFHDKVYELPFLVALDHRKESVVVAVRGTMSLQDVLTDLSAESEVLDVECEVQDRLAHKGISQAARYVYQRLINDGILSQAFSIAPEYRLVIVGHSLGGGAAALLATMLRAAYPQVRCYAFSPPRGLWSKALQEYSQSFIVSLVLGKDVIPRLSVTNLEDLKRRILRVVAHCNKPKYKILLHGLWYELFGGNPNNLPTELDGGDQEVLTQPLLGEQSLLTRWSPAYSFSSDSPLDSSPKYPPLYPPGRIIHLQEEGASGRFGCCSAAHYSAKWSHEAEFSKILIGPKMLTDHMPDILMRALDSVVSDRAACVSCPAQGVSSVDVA
# Cardiac RTF inh = cardiac RTF calcium sensitivity inhibitors, primary screen, biochemical, IANBD-TnC fluorescence, EC70 calcium; IANBD-labeled cardiac RTF, Ca2+ fluorescence; AID 493244, 2011; inhibition, % at 7.15 µM; hit rate 0.12% among 340,000;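 active means inhibition above the mean inhibition of all tested compounds plus 3 SD, cut at about 17% in these data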;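 further: assay run at fixed EC70 calcium of 1.6 mM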
# CAL PDZ FP-1 = untagged CAL PDZ binding inhibitors, primary screen, biochemical, fluorescence polarization, HTS; AID 602252, 2012; inhibition, % at 24.9 µM; purified CAL PDZ, TMR-peptide fluorescence polarization, 1 h; hit rate 0.92% among 300,000;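 active means mean inhibition of at least 30% with at least half of replicates also reaching 30%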;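 further: 0% = DMSO neutral control and 100% = excess unlabeled competitor peptide PRC23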
# CAL PDZ FP-2 = CAL PDZ peptide-binding inhibitors, primary screen, biochemical, fluorescence polarization, Cer-tagged CAL PDZ, HTS | Golgi-associated PDZ and coiled-coil motif-containing protein (Homo sapiens), Q9HD26 | purified CAL PDZ, TMR-peptide fluorescence polarization, 1 h | inhibition, % at 20 µM | hit rate 0.02% among 330,000 | AID 504414, 2011;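 active means highest replicate inhibition of at least 40%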;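 further: plate controls were DMSO neutral control wells for no effect and unlabeled competitor peptide control wells for full effect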
#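 Material – purified CerCALP PDZ construct · Detection – FP readout, S and P plane fluorescence · Measure – percent inhibition from loss of millipolarization · Controls – unlabelled peptide for full inhibition, DMSO wells as neutral · Probe or stimulus – TMR-labelled reporter peptide T*-PRC34 bound in PDZ groove · Times – 1 h at RT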
# C-LANA FP = inhibitors of KSHV C-LANA binding to DNA, primary screen, biochemical, fluorescence polarization, FAM-LBS DNA, MBP-C-LANA, single point. Kaposi's sarcoma herpesvirus LANA C-terminal domain (residues 932-1162) DNA binding. inhibition, % at 9 µM. hit rate 0.078% among 340,000. AID 504423, 2011;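 active means highest replicate inhibition at or above 60% at 9 µM, even if other replicates fall short; inactive means all replicates below 60% inhibition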;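 further: 0% = neutral control wells and 100% = 4 µM acridine orange control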
# Rtt109 Vps75 = inhibitors of C. albicans Rtt109/Vps75 HAT, primary screen, biochemical, ThioGlo CoA-SH fluorescence, plate reader | Histone acetyltransferase RTT109 (Candida albicans (strain SC5314 / ATCC MYA-2876)), … | purified Rtt109/Vps75, 4 h | inhibition, % at 34.9 µM | hit rate 0.16% among 330,000 | AID 540336, 2011;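 active means inhibition of at least 50% in every replicate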
# Keap1-Nrf2 PPI = Keap1-Nrf2 protein-protein interaction inhibitors, primary screen, biochemical, fluorescence polarization, single point; Kelch-like ECH-associated protein 1 (Homo sapiens), Q14145; Keap1 Kelch-Nrf2 peptide fluorescence polarization, 1536-well; inhibition, % at 9.4 µM; hit rate 0.15% among 340,000; AID 504523, 2011; in the data active means inhibition above about 12%;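 further: human Keap1 Kelch domain with fluorescein labeled Nrf2 9mer peptide probe; 0% = neutral control wells and 100% = peptide positive control; higher means more block of Keap1 binding to Nrf2 peptide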
# PKA-R2B activ = activators of PKA-R2B holoenzyme, primary screen, biochemical, fluorescence polarization, Cy5-IP20, human; cAMP-dependent protein kinase catalytic subunit beta (Homo sapiens) + cAMP-dependent …; PKA-R2B holoenzyme dissociation; R2B truncated from residue 108, S112A mutant; 0% DMSO only, 100% 113 µM cGMP; activation, % at 11.4 µM; hit rate 0.079% among 340,000; AID 504700, 2011;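 active means activation above a cutoff set at the mean over all compounds plus 3 SD, cut at about 18% in these data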;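 further: higher means more holoenzyme dissociation and a rise in polarization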
# Target sequence (P31323 whole entry, looked up, other chains not shown, the tested form may be a part): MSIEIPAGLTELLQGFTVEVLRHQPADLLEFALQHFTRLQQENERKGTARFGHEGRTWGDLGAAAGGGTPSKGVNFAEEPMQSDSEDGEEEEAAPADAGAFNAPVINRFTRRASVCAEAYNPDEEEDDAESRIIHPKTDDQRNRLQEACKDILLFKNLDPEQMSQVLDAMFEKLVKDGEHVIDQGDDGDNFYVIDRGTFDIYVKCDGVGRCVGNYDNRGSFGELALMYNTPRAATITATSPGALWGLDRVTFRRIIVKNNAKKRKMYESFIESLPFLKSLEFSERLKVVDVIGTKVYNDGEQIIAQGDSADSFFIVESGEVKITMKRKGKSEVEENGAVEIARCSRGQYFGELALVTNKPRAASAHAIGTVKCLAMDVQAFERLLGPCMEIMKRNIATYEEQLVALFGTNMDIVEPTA
# SR-BI DiI-HDL act = activators of SR-BI mediated DiI-HDL uptake, primary screen, ldlA[mSR-BI] CHO cells, DiI fluorescence; 3 h; 100 = double the neutral-control signal; activation, % at 12.5 µM; hit rate 0.096% among 320,000;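 active means mean replicate activation of at least 60% and every replicate at or above 60%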;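 further: 0% = median plate neutral-control signal and 100% = twice that signal; values of inactives mirror those of a sister screen read the other way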
#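 Material: SR-BI-overexpressing, LDLR-lacking CHO cells; schedule: compound exposure 3 h, 37 °C; reagent: DiI-labelled HDL at 10 µg/mL final; technique: bottom-read fluorescence, 550/595 nm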
# Starred values were filed as active, the others as inactive; / = not tested or not shown.
SMILES,cardiac RTF act,DAGLB inhibitor,Cardiac RTF inh,CAL PDZ FP-1,CAL PDZ FP-2,C-LANA FP,Rtt109 Vps75,Keap1-Nrf2 PPI,PKA-R2B activ,SR-BI DiI-HDL act
CCOc1ccc(NC(=O)C2C3C=CC4(O3)C2C(=O)N(Cc2cccnc2)C4C(=O)NC2CCCCC2)cc1 (stereo unspecified),2.8,0.1,-0.3,-4.6,-4.0,1.5,1.8,0.6,-1.5,6.3
CC(C)Cc1nc(N2CCOCC2)c(C#N)c2c1COC(C)(C)C2,-0.3,-5.2,-10.7,0.8,-0.5,4.2,-7.0,-2.9,-7.2,-29.3
CSc1nc2nc3c(cc2c(=O)n1-c1ccccc1C)CCCC3,-3.6,4.4,0.7,-4.0,-3.1,3.0,8.2,-3.3,-5.7,-1.2
COC(=O)c1ccccc1C(=O)N1CCOCCN(C(=O)c2ccccc2C(=O)OC)CCOCC1,-2.3,-1.2,-16.1,-3.8,-0.6,0.6,-0.1,-1.2,3.4,22.1
CC1CCCN(CC(O)COc2ccc(-c3ccccc3)cc2)C1 (stereo unspecified),-2.2,0.7,-12.8,/,-1.1,3.9,6.5,-3.0,-3.0,/
O=C(CCCSc1nc2ccccc2[nH]1)Nc1nnc(-c2ccccc2)o1,-1.4,-0.6,-7.8,/,-2.7,-1.2,-6.4,-4.7,-7.1,-2.9
Cn1cccc1C(=O)NC(=O)COC(=O)CC12CC3CC(CC(C3)C1)C2,-3.3,-3.5,-2.7,-0.2,0.2,3.4,11.3,-6.1,13.3,16.9
COc1ccc2[nH]c(=O)c(CN(C)C(=O)COc3ccccc3)cc2c1,-3.8,-0.2,-2.0,5.9,-1.6,2.6,-7.1,0.0,-4.9,7.3
NC(=O)NC(=O)COC(=O)c1ccc(Cl)c(S(=O)(=O)N(Cc2ccccc2)c2ccc(Cl)cc2)c1,3.6,-2.9,-14.1,-0.7,-1.3,2.4,9.6,-1.6,-10.1,1.4
CC(C)(C)/C(COc1ccccc1[N+](=O)[O-])=N/O,7.5,-1.5,-8.5,0.5,-1.8,-5.0,2.4,-2.1,-3.5,13.0
Cc1ccc(N(CC(=O)NC2CCCCC2C)S(=O)(=O)c2c(C)nn(C)c2C)cc1 (stereo unspecified),-3.8,-0.5,0.9,-3.1,-2.0,2.1,1.7,6.1,-4.6,7.2
S=C(NCc1ccc(Cl)cc1)NC1CCN(Cc2ccccc2)CC1,-0.9,-2.1,-9.3,1.6,-0.6,-0.3,-14.4,-4.6,-2.6,-17.8
COC(=O)c1cn(NC(=O)c2cccc(OC)c2)c(=O)c2ccccc12,3.8,-4.7,5.5,1.8,1.0,-0.3,4.3,-7.6,-16.7,-28.3
O=C(CSCc1c(Cl)cccc1Cl)Nc1ccccc1C(=O)N1CCOCC1,-2.1,-0.3,2.5,-1.8,-1.1,-0.1,0.4,-1.5,-0.2,/
Cc1n[nH]c(C)c1S(=O)(=O)NCCc1ccc(Cl)cc1,2.5,-1.9,-1.7,-0.8,-0.1,1.5,6.8,1.1,5.0,-4.5
CN(C(=O)COc1ccc2c(-c3ccccc3)cc(=O)oc2c1)C1CCS(=O)(=O)C1 (stereo unspecified),-9.2,2.5,0.0,8.1,-1.3,1.7,7.5,-0.7,2.4,-19.0
COc1ccc(S(=O)(=O)N2CCCC(C(=O)N3CCCCCC3)C2)cc1 (stereo unspecified),-0.4,0.1,6.2,-1.9,-1.1,1.8,1.4,0.1,3.6,0.9
COC(=O)c1ccc(COC(=O)c2cc3ccccc3oc2=O)cc1,-6.4,-1.2,3.0,-2.6,-0.6,0.5,5.5,-3.0,-6.8,29.5
CC1CCN(S(=O)(=O)c2ccc(NC(=O)CNC3CCCCC3)cc2)CC1,-3.8,-3.0,-16.1,-4.5,-3.0,-1.0,19.3,-4.6,-3.1,8.3
Cc1occc1C(=O)N1N=C(C2CC2)CC1(O)C(F)(F)F (stereo unspecified),-13.4,-1.7,6.5,-2.4,-1.7,-1.8,26.7,-8.6,-1.2,10.4
CC(C)CCNC(=O)CC1C(=O)N(Cc2ccccc2)C(C)c2nc3ccccc3n21 (stereo unspecified),4.0,0.9,-13.8,-6.2,/,0.1,5.7,-0.5,2.9,-13.1
CCCn1c(N)c(C(=O)CN(C)CC(=O)Nc2ccccc2CC)c(=O)[nH]c1=O,-0.5,0.9,-4.9,-1.6,-2.3,-1.6,-1.3,0.9,6.2,21.3
Cc1cccc(C(=O)OCCN2CCOCC2)c1,-3.2,-1.0,1.4,1.2,3.4,-1.3,13.4,-3.6,-1.7,-6.4
O=C(O)/C(=C\c1cccs1)c1ccccc1,2.2,-0.7,-11.7,-1.1,-0.7,0.3,13.3,-2.4,0.0,14.1
O=C(Nc1cnn(Cc2ccc(Cl)cc2)c1)c1ccc([N+](=O)[O-])cc1,-7.7,1.7,-7.7,-1.5,-2.0,0.6,-6.3,-3.9,-10.7,-30.7
Cc1nc2ccc(NC(=O)N3CCC(c4ccccc4)C3)cc2nc1C (stereo unspecified),-9.0,-1.9,-4.7,-3.9,/,-4.0,-12.5,-2.1,-12.1,-10.0
O=C1C(C2=NC(C(=O)O)C3C(=O)N(c4ccc(Cl)cc4)C(=O)C23)=C(O)c2ccccc21 (stereo unspecified),-1.4,1.9,-3.0,5.2,0.1,-0.3,0.9,3.5,4.9,-1.5
CNc1snc(C)c1C(=O)OCC(=O)N(C)Cc1ccccc1,2.6,1.0,-6.2,-1.4,-1.0,3.7,-0.1,-3.9,-5.5,7.0
Cc1ccc2sc(NC(=O)CSc3nc(C)cc(C)c3C#N)nc2c1,2.5,-6.4,-4.3,/,-1.1,-1.9,-17.9,1.9,2.2,-2.9
COc1ccc(CCNC(=O)/C(C#N)=C/c2cccc(OCc3ccccc3)c2)cc1OC,-2.4,-9.7,-11.0,-2.4,-1.0,0.9,-2.7,-0.3,2.4,-23.9
O=C(NCc1nc2ccccc2[nH]1)C1CCCCC1,8.9,4.2,2.1,-0.6,-1.5,0.8,8.8,-2.4,-7.1,20.3
Cc1cccc(Nc2nnc(SC/C(O)=C(\C#N)c3nc4ccccc4[nH]3)s2)c1,-19.3,6.1,-7.3,-2.8,-2.2,-1.3,2.4,0.8,-2.9,-4.3
Nc1nonc1-n1nnc(C(=O)N/N=C/c2cccc(O)c2)c1CN1CCCC1,-2.9,0.1,-7.9,7.2,-0.1,1.6,1.6,-0.3,5.2,10.7
Cc1ccc(NC(=O)CCC(=O)NNC(=O)c2ccccc2Cl)c(C)c1,2.0,2.2,5.0,-0.5,-1.1,-1.5,14.4,2.4,1.8,34.5
COc1ccc2[nH]c(-c3cccc(F)c3)cc(=O)c2c1,-7.7,-1.3,-6.2,1.4,0.3,1.1,-6.3,4.0,7.1,-0.6
CC1CCCCN1C(=S)NCc1ccco1 (stereo unspecified),-0.1,-0.8,6.4,2.1,0.1,0.6,-7.4,-2.1,-4.1,7.0
Cc1ccc(-c2ccc(=O)n(CCC(=O)N3CCN(c4cccc(C)c4)C(C)C3)n2)cc1 (stereo unspecified),-3.8,-3.0,-1.1,-0.3,-0.8,-2.0,13.8,0.0,7.0,-22.7
COc1ccc2[nH]c3c(=O)n(CCCCC(=O)NCCN4CCCC4)c(=S)[nH]c3c2c1,8.3,-1.5,-8.5,/,-1.7,-0.9,27.7,1.2,5.9,11.2
CCOCCCNC(=O)/C(C#N)=C/c1ccc(C(=O)OC)cc1,-4.4,-4.0,-3.8,-6.1,3.9,0.1,-5.6,2.5,0.8,0.5
C/C(=N\NC(=O)c1cccc(F)c1)c1ccc(Br)s1,-4.5,-2.9,1.7,-1.0,/,-3.0,8.5,-1.6,-4.2,-2.2
O=C(CCCOc1ccccc1)Nc1cccc(C(=O)O)c1,1.6,-1.9,0.0,1.7,-0.1,-0.5,-4.8,0.8,-2.4,12.3
CCn1c(-c2cc(-c3cc(OC)ccc3OC)nc3ccccc23)n[nH]c1=S,4.8,-0.2,-10.8,/,-0.2,-0.7,-10.3,-0.1,4.3,-45.1
CCC1(c2ccccc2)NC(=O)N(CC(=O)NNC(=O)CCN2CCN(c3ccccc3)CC2)C1=O (stereo unspecified),-1.2,-3.9,-0.3,-0.5,-2.3,-1.0,10.0,1.6,-7.5,3.1
C/C=C(\C)CN1CCN(c2cc(C)ccc2C)CC1,-4.5,-4.7,-7.1,-5.6,-0.3,0.8,-4.3,5.3,-1.5,-10.8
O=C(NCC(=O)N(CCc1ccccc1)C(C(=O)NC1CCCCC1)c1ccncc1)c1ccco1 (stereo unspecified),14.6,0.0,-6.2,-1.9,-0.3,-1.3,1.1,-7.6,3.7,7.7
O=C(CN1C(=O)c2cccc3cccc1c23)NCC1CCCO1 (stereo unspecified),-1.3,3.2,-5.5,/,0.3,1.2,0.4,-3.4,3.9,-8.4
CCN(C(=O)C1CCCO1)c1ccccc1 (stereo unspecified),1.3,-0.5,-6.5,2.3,-1.0,-2.5,-1.9,-3.2,-0.1,-1.0
COc1cc(N)c2ncccc2c1Cl,-3.0,0.9,1.5,-6.4,-0.1,-3.1,-4.6,-2.5,-2.6,18.1

# Record cards (already shown). Order of screens: cardiac RTF act, DAGLB inhibitor, Cardiac RTF inh, CAL PDZ FP-1, CAL PDZ FP-2, C-LANA FP, Rtt109 Vps75, Keap1-Nrf2 PPI, PKA-R2B activ, SR-BI DiI-HDL act
# S=C(NCc1ccc(Cl)cc1)NC1CCN(Cc2ccccc2)CC1 in the list: -0.9, -2.1, -9.3, 1.6, -0.6, -0.3, -14.4, -4.6, -2.6, -17.8
# CCn1c(-c2cc(-c3cc(OC)ccc3OC)nc3ccccc23)n[nH]c1=S in the list: 4.8, -0.2, -10.8, /, -0.2, -0.7, -10.3, -0.1, 4.3, -45.1
